Compound activity deposited in PubChem BioAssay by several laboratories.
SKN-1 inh: suppressors of acrylamide-induced Pgst-4::GFP reporter in worms, primary screen, SKN-1 inhibitor project, whole organism, uHTS, GFP/RFP fluorescence ratio, strain VP596 | C. elegans VP596 Pgst-4::GFP/RFP ratio, 24 h | inhibition, % at 21.8 µM | actives 0.49% (n = 360,000) | AID 624304, 2012;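 active means interference check ratio from 0.5 to 1.5 plus GFP to RFP signal ratio inhibition reaching or exceeding a fixed threshold, cut at about 30% in these data, passing the limit was not always enough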; further: some compounds called inactive have numbers as strong as hits
MLLE-PAM2 inh: inhibitors of PABP1 MLLE–PAM2 peptide binding, primary screen, biochemical, fluorescence polarization, FITC-PAM2, GST-MLLE. AID 588489, 2011. Polyadenylate-binding protein 1 (Homo sapiens), P11940. inhibition, % at 20 µM. actives 0.36% (n = 360,000); in the data active means inhibition above about 35%, passing the limit was not always enough;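 further: plate controls were DMSO wells with GST-MLLE for no effect and wells lacking GST-MLLE protein for full effect; some results filed as inactive read as strong as hits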
Neddylation inh: inhibitors of cullin neddylation, primary screen, biochemical, TR-FRET, uHTS, NAE and Ubc12; calls only at 25 µM; NEDD8-conjugating enzyme Ubc12 (Homo sapiens) + NEDD8-activating enzyme E1 regulatory …; actives 0.58% (n = 360,000); in the data active means inhibition above about 36%
E coli Lon inh: inhibitors of E. coli Lon protease, primary screen, biochemical, fluorescence polarization | AID 602123, 2011 | actives 0.42% (n = 360,000) | P0A9M0 | purified E. coli Lon protease | inhibition, % at 7.94 µM; in the data active means inhibition above about 13%, passing the limit was not always enough;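 further: 0% = enzyme with probe and DMSO and 100% = no enzyme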
MsrA act: bovine MsrA enzyme activators, primary screen, biochemical, absorbance, HTS; actives 0.3% (n = 360,000); purified bovine MsrA, absorbance read-out; Methionine sulfoxide reductase A (Bos taurus); activation, % at 10.6 µM; in the data active means activation above about 7.5%;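 further: 0% = vehicle and 100% = reference activator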
Rin1 Abl inh: inhibitors of Rin1-Abl protein binding, primary screen, biochemical, TR-FRET; inhibition, % at 7.35 µM; actives 0.4% (n = 360,000); Tyrosine-protein kinase ABL1 (Homo sapiens) + Ras and Rab interactor 1 (Homo sapiens), …; AID 588664, 2011; in the data active means inhibition above about 5%, passing the limit was not always enough
Target sequence (P00519 whole entry, looked up): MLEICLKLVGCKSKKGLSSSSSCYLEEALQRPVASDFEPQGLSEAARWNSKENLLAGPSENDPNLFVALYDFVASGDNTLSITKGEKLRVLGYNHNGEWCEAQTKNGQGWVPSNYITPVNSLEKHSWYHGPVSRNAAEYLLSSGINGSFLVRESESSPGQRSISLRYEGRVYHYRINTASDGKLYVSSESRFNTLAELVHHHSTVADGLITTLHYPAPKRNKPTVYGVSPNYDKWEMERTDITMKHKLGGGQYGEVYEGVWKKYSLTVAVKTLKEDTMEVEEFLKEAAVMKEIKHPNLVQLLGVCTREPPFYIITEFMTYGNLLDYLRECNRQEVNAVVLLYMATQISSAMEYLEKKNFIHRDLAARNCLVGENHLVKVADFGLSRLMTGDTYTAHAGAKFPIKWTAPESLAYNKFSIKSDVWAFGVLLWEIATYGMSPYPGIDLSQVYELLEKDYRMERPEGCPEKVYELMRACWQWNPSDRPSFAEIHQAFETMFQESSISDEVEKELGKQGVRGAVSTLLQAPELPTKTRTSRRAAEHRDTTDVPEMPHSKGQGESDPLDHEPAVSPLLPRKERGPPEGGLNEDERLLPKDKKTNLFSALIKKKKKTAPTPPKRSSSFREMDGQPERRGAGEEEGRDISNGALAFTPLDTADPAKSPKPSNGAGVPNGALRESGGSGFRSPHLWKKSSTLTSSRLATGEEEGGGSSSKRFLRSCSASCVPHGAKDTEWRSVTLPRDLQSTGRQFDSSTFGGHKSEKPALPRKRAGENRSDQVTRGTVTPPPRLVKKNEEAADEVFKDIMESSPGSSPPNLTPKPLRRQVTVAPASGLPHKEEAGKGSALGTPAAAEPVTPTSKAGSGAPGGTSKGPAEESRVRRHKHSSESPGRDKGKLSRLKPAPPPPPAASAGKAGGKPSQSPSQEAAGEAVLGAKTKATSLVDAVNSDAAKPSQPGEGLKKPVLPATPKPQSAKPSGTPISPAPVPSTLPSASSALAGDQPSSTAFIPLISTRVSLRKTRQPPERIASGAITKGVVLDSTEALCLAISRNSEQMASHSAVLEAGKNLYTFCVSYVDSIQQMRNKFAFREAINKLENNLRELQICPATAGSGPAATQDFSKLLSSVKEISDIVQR
Target sequence (Q13671 whole entry, looked up): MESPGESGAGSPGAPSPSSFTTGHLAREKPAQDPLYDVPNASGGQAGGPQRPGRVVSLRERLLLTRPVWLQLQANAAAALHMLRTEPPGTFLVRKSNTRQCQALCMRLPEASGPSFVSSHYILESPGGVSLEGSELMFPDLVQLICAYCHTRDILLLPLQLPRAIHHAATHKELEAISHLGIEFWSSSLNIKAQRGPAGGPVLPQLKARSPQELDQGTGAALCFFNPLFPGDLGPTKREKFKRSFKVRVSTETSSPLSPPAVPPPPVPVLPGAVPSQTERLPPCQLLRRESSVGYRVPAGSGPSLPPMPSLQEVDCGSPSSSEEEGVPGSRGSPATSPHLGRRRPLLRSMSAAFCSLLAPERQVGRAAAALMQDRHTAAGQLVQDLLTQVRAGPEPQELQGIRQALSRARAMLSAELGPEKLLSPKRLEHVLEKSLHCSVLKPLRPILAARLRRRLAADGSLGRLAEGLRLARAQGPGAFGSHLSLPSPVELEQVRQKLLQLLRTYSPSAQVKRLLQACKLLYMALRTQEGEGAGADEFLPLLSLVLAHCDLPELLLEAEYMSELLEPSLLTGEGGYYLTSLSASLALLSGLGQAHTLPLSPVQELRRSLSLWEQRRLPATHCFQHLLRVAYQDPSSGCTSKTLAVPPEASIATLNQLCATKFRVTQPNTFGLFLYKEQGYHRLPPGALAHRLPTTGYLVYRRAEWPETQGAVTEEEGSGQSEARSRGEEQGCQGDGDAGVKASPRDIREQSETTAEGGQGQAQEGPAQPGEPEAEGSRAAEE
NRP1-CendR mod: modulators of CendR peptide binding to NRP-1, primary screen, biochemical, fluorescence polarization, uHTS; FAM-RPARPAR peptide binding to NRP-1; AID 602438, 2012; actives 0.85% (n = 360,000); inhibition, % at 25 µM; Neuropilin-1 (Homo sapiens), O14786;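 active means inhibition or corrected inhibition above about 18%, plus a signal ratio from 0.5 to 1.5, limit read from the data, passing the limit was not always enough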; further: strong numbers were not always called active
FAS-TE inh: FAS thioesterase domain inhibitors, primary screen, biochemical, fluorescence intensity, uHTS; recombinant FAS-TE, OMFH fluorogenic substrate, fluorescence endpoint; inhibition, % at 15 µM; actives 0.67% (n = 360,000); Fatty acid synthase (Homo sapiens), P49327;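 active means compounds whose normalised, plate-corrected inhibition of enzyme fluorescence in the single-dose primary screen is 50% or more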;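 further: 0% = DMSO with enzyme and 100% = substrate without enzyme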
MT1-MMP act inh: blockers of MT1-MMP proenzyme processing, primary screen, HT1080 RFP-PRO-GFP cells, GFP/RFP fluorescence | GFP/RFP ratio change, % at 20 µM | GFP/RFP ratio fluorescence, overnight; percent of plate control window, DMSO zero | Matrix metalloproteinase-14 (Homo sapiens), P50281 | actives 0.061% (n = 360,000);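 active means GFP/RFP ratio change of at least 30% with cell ATP level not reduced by more than half and red fluorescence within 50% of control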; further: strong numbers were not always called active
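Assay system: HT1080 RFP-PRO-GFP cells | Dosing: 20 µM single dose, 1% DMSO | Incubation: Cells overnight before dosing, compound overnight, 37 °C, 5% CO2 | Evaluation: GFP/RFP fluorescence ratio | Control set: DMSO-only wells and HT1080 RFP-L50D-GFP cell wells as references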
The depositor's hits bear a star; i = inactive; . = no result given.

The first 2 records, ahead of the listing:
Second line of a record – SKN-1 inh	MLLE-PAM2 inh	Neddylation inh	E coli Lon inh	MsrA act	Rin1 Abl inh	NRP1-CendR mod	FAS-TE inh	MT1-MMP act inh
COc1cc(OC)nc(Oc2cccc(Cl)c2C)n1
 : -12	-4	i	6	-3	1	12	7	1
CC(C)NS(=O)(=O)c1ccc(NC(=O)CCc2ccccc2)cc1
 : -16	8	i	9	1	1	8	-3	15

All compounds of this part (from the top)
Second line of a record – SKN-1 inh	MLLE-PAM2 inh	Neddylation inh	E coli Lon inh	MsrA act	Rin1 Abl inh	NRP1-CendR mod	FAS-TE inh	MT1-MMP act inh
COc1cc(OC)nc(Oc2cccc(Cl)c2C)n1
 : -12	-4	i	6	-3	1	12	7	1
CC(C)NS(=O)(=O)c1ccc(NC(=O)CCc2ccccc2)cc1
 : -16	8	i	9	1	1	8	-3	15
NS(=O)(=O)c1ccc(CCNS(=O)(=O)c2ccc(Cl)nc2)cc1
 : 2	4	i	6	-2	-3	9	-3	0
C=CCOc1c(Br)cc(CNn2nnnc2N)cc1OC
 : 10	1	i	-10	0	-3	13	-4	11
COc1ccc(N2CCN(C(=O)c3cc(=O)c4cc(C)c(C)cc4o3)CC2)cc1
 : 1	-14	i	8	-11	0	-1	12	5
COc1ccc(N=c2ssnc2Cl)cc1
 : 12	26	i	-9	-5	2	3	-2	2
CSc1ccccc1C(=O)NCC1CCCO1 (centres undefined)
 : 10	12	i	-2	-1	-3	4	-9	5
Cc1cc(Cl)c(S(N)(=O)=O)cc1OCC(=O)NC1CCCCC1
 : 6	5	i	-1	-5	-4	3	-4	2
Cc1ccc(OC(C)c2nnc(N)s2)cc1Cl (centres undefined)
 : 22	5	i	-2	-4	0	-4	-3	-3
Cc1cccc(NC(=O)NCCc2c[nH]c3ccccc23)c1
 : 24	-9	i	13	0	-2	8	5	9
O=C1c2oc3ccccc3c(=O)c2C(c2cccc(O)c2)N1CCCN1CCOCC1 (centres undefined)
 : -6	-16	i	-4	-2	-1	4	-1	2
Cc1nccn1-c1ncnc2sc3c(c12)CCCC3
 : 9	13	i	0	-1	1	-5	-8	2
CC1(C(=O)O)CCC(C(=O)NC2CCCCCC2)C1(C)C (centres undefined)
 : -12	17	i	-13	-5	1	0	-6	6
CCCNc1nc(C)c(C(C)=O)cc1C#N
 : -2	-3	i	-7	-2	-1	9	-2	-1
N=c1ncn(Cc2ccccc2)c2nc(SCCOc3ccccc3)[nH]c12
 : 8	2	i	-1	-3	-1	-4	-1	7
CC(C)C(c1nnnn1CCc1ccccc1)N1CCN(C(=O)c2ccco2)CC1 (centres undefined)
 : 17	9	i	6	-3	-4	9	-5	-12
NS(=O)(=O)c1cccc(NC(=S)NC(=O)C23CC4CC(CC(C4)C2)C3)c1
 : -9	37	i	-6	-14	2	7	9	.
CN(CC(=O)Nc1ccc(F)c(F)c1F)C(=O)C1=COCCO1
 : -13	-7	i	-4	-2	4	12	-3	-1
CCN(C(=O)COC(=O)c1nc(Cl)ccc1Cl)c1c(N)n(Cc2ccccc2)c(=O)[nH]c1=O
 : -10	-8	i	-8	-3	0	17	1	-3
COC(=O)c1cc(S(=O)(=O)N(C)c2ccc(C)c(C)c2)c[nH]1
 : 4	3	i	-1	-4	1	11	5	1

Second line of a record – SKN-1 inh	MLLE-PAM2 inh	Neddylation inh	E coli Lon inh	MsrA act	Rin1 Abl inh	NRP1-CendR mod	FAS-TE inh	MT1-MMP act inh
COc1ccc(C(=O)C(OC(=O)c2ccccc2Cl)c2ccccc2)cc1 (centres undefined)
 : 3	9	i	6	-6	0	-10	21	1
Cc1[nH]n(-c2cccc(Cl)c2)c(=O)c1C=NCC(C)C
 : -4	-9	i	-3	-1	-2	2	2	5
CCOC(=O)NC(=O)CSc1nc(C)cc(C(F)(F)F)c1C#N
 : 31	-11	i	-20	-1	4	-48	-29	-29
O=C(NC1(C(F)(F)F)NC(=O)N(Cc2ccco2)C1=O)c1cccnc1 (centres undefined)
 : -1	11	i	10	-2	-3	11	-1	-7
CCCNC(=O)CS(=O)(=O)Cc1nc(-c2cccc(OC)c2)oc1C
 : 0	7	i	-11	-8	1	-12	-4	1
Nn1cnnc1SC1CCCCC1NS(=O)(=O)c1ccccc1 (centres undefined)
 : 19	-17	i	7	-12	-2	4	-6	.
Cn1c(=O)c2c(ncn2CC(O)CNc2cccc(Cl)c2)n(C)c1=O (centres undefined)
 : -6	-6	i	-3	-3	-2	-6	7	0
COc1ccccc1C(=O)NCC(=O)NCc1cc(=O)n(C)c(=O)n1C
 : 12	12	i	-10	-5	-3	-1	-8	0
CC1CCCCN1CCCNC(=O)Cn1ncc2c([nH]c3ccccc32)c1=O (centres undefined)
 : -4	-3	i	5	-8	0	7	-3	0
Cc1ccc(OCCNC(=O)CCc2nc3sc4c(c3c(=O)[nH]2)CCCC4)cc1
 : 10	-38	i	-20	-2	-1	-32	-2	-7
CC(C)(C)C(=O)CN1C(=O)NC2(CCCc3ccccc32)C1=O (centres undefined)
 : 16	-12	i	4	0	2	-13	-1	0
Cn1nnc(NC(=O)c2cccs2)n1
 : 5	13	i	11	-1	-5	-5	-2	4
COc1ccc(NC(=O)CN2CCN(c3ccccc3Cl)CC2)cc1
 : 27	9	i	3	-1	0	7	7	1
CCCOP(=O)(OCCC)c1c([N+](=O)[O-])cc(C(F)(F)F)cc1[N+](=O)[O-]
 : 9	8	i	-3	-12	1	9	-12	-3
Cc1ccc(O)c(N=Cc2cccs2)c1
 : -5	-7	i	2	-5	-5	-13	-3	-1
O=[N+]([O-])c1ccc(NC(=S)N2CCCC2)cc1
 : -2	-77	i	1	-3	1	-2	-2	4
CCN(CC)C(=O)COCc1cc(-c2ccc3c(c2)OCO3)on1
 : 11	2	i	-7	-3	1	-12	-3	2
COc1ccc2ccccc2c1CN1CCCC(CO)C1 (centres undefined)
 : 11	8	i	-8	-3	-2	5	-8	5
O=C(Nc1ccccc1N1CCN(C(=O)c2ccccc2)CC1)c1ccc([N+](=O)[O-])o1
 : 22	-6	i	7	0	0	1	30	0
O=C1CCN(Cc2ccccc2)S(=O)(=O)c2ccc(C(F)(F)F)cc21
 : 2	-7	i	-3	2	1	-1	21	6

Sorted by formula weight (descending): part of the list above
Second line of a record – SKN-1 inh	MLLE-PAM2 inh	Neddylation inh	E coli Lon inh	MsrA act	Rin1 Abl inh	NRP1-CendR mod	FAS-TE inh	MT1-MMP act inh
COc1ccc(C(=O)C(OC(=O)c2ccccc2Cl)c2ccccc2)cc1 (centres undefined)
 : 3	9	i	6	-6	0	-10	21	1
O=C(NC1(C(F)(F)F)NC(=O)N(Cc2ccco2)C1=O)c1cccnc1 (centres undefined)
 : -1	11	i	10	-2	-3	11	-1	-7
Cn1c(=O)c2c(ncn2CC(O)CNc2cccc(Cl)c2)n(C)c1=O (centres undefined)
 : -6	-6	i	-3	-3	-2	-6	7	0
Nn1cnnc1SC1CCCCC1NS(=O)(=O)c1ccccc1 (centres undefined)
 : 19	-17	i	7	-12	-2	4	-6	.
Cc1[nH]n(-c2cccc(Cl)c2)c(=O)c1C=NCC(C)C
 : -4	-9	i	-3	-1	-2	2	2	5
COc1ccc2ccccc2c1CN1CCCC(CO)C1 (centres undefined)
 : 11	8	i	-8	-3	-2	5	-8	5

Additional structures
Second line of a record – SKN-1 inh	MLLE-PAM2 inh	Neddylation inh	E coli Lon inh	MsrA act	Rin1 Abl inh	NRP1-CendR mod	FAS-TE inh	MT1-MMP act inh
Cc1cccc2c(CCNC(=O)c3ccc([N+](=O)[O-])cc3)c[nH]c12
 : -4	3	i	1	-2	0	6	31	2
Cc1c(C)c2ccc(OC(C)C(=O)NCc3ccccn3)cc2oc1=O (centres undefined)
 : -6	-1	.	-12	-2	-4	-4	-4	2
CCCN(c1ccccc1C(=O)O)S(=O)(=O)c1ccc2c(c1)n(C)c(=O)n2C
 : 10	-10	i	1	-3	-2	-4	-3	-1
O=C(O)C1C2C=CC(C2)C1C(=O)OCc1ccccc1 (centres undefined)
 : 3	3	i	9	-2	3	-12	-10	-6
COc1ccc([N+](=O)[O-])cc1NC(=S)NC(C)=O
 : 10	14	i	1	-4	1	6	34	0
C=CCn1c(C)cc(C2=NNC(=NCC)SC2)c1C
 : 3	-11	i	-4	-6	-1	-14	-12	5
Cn1c(SCC(=O)NC(c2ccccc2)c2ccccc2)nnc1-c1cccs1
 : 13	-10	i	1	-7	1	2	1	-5
COc1cc(/C=C2/C(=O)CNC2=O)ccc1O
 : -8	-117	i	-119	-4	-7	-23	-10	1
COc1ccccc1N(C(=O)Cn1nnc(-c2ccc(C)o2)n1)C(C(=O)NC1CCCC1)c1ccncc1 (centres undefined)
 : -10	9	i	7	-5	0	-1	-5	-2
CCC(=O)Oc1oc(-c2ccccc2)nc1C=Nc1ccc(C)cc1
 : -14	-2	i	2	-3	-1	5	-1	0
Cc1ccnc(NC(=O)CS(=O)(=O)Cc2ccccc2)c1
 : 15	-2	i	-3	-1	3	-13	-4	2
COc1cccc(OC)c1C(=O)NC(=S)NCc1ccco1
 : -11	23	i	-2	-13	3	5	-2	3
COC(=O)Cn1c(O)c(N=NC(=O)CNC(=O)c2ccc3c(c2)OCCO3)c2ccccc21
 : 2	0	i	21*	-2	-2	9	-2	1
COC(=O)c1cnc(SCc2ccc([N+](=O)[O-])cc2)n1C
 : 4	1	i	4	0	-4	-5	30	2
CN(C)c1ncc(C(=O)O)cn1
 : -5	-10	i	9	-10	0	13	-7	-3
CC1=C(C(=O)Nc2cccc(C(=O)NCC(C)c3ccccc3)c2)SCCO1 (centres undefined)
 : 9	7	i	18	-1	-2	-5	2	3
CN(c1ccccc1)S(=O)(=O)c1ccc2c(c1)OCCO2
 : 10	8	i	3	-8	0	-3	4	3
COC(=O)Cn1c(=NC(=O)CSCC(=O)Nc2cc(C)on2)sc2ccccc21
 : 12	12	i	-3	-1	-2	-7	-3	1
COc1ccc(CCNC(=O)c2ccc(CN3CCOCC3)cc2)cc1
 : 13	-3	i	-5	-2	-2	-2	-7	-3
Cc1ccc(N(CC(=O)N2CCN(c3ccccc3F)CC2)S(=O)(=O)c2c(C)noc2C)cc1
 : 6	1	i	17	0	-1	-15	18	1
CCc1ccc2nc(NC(=O)c3cc(C)on3)sc2c1
 : 12	3	i	6	-5	0	-10	-1	-3

Record cards (already shown).
`COc1cc(/C=C2/C(=O)CNC2=O)ccc1O` reads SKN-1 inh: -8; MLLE-PAM2 inh: -117; Neddylation inh: i; E coli Lon inh: -119; MsrA act: -4; Rin1 Abl inh: -7; NRP1-CendR mod: -23; FAS-TE inh: -10; MT1-MMP act inh: 1
`COc1ccccc1N(C(=O)Cn1nnc(-c2ccc(C)o2)n1)C(C(=O)NC1CCCC1)c1ccncc1` (centres undefined) reads SKN-1 inh: -10; MLLE-PAM2 inh: 9; Neddylation inh: i; E coli Lon inh: 7; MsrA act: -5; Rin1 Abl inh: 0; NRP1-CendR mod: -1; FAS-TE inh: -5; MT1-MMP act inh: -2
